Screens: PubChem BioAssay, National Center for Advancing Translational Sciences (NCATS)
TDP43 rescue = TDP-43 toxicity inhibition in yeast; TDP-43 expressing yeast growth rescue, BacTiter-Glo, 24 h; Potency, µM (titrated, usually from 46.1 µM), for the others: top-dose growth rescue (activation), most hits filed as activators; 1.8% of 410,000 active; AID 652104; also: potency is read from the fitted curve at half-maximal effect; % of control where 0% means no effect; nearly all actives have a fitted effect of over 50% in size
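Luminescence from BacTiter-Glo reports growth of TDP-43-expressing yeast after 24 hr at 30 deg C with compound. Cells were raffinose-pregrown to mid-log, then seeded in galactose medium at OD600=0.02.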
DRD3 antagonist = D3 dopamine receptor (human) antagonism | max response, negative = inhibition, % | P35462 | D3R cells, DiscoveRx beta-arrestin luminescence, antagonist mode; active compounds read low | 2.5% of 360,000 active; in the data active = max response below about -50%; inconclusive = no clear call, values can overlap the other calls; also: % is scaled to controls: 0 for no effect and ±100 for the full control effect; mostly tested at two doses, the higher about 12 µM
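Cells expressing the human receptor were seeded at 1500 cells/well, incubated overnight at 37 degrees C in 5% CO2, then exposed to library compounds with dopamine controls for 90 minutes at 37 degrees C before luminescent detection.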
GLP1R inv ag = inverse agonists of human GLP-1 receptor. P43220. HEK293 GLP-1R CRE-luciferase, luminescence, 24 h; GLP-1R form is constitutively active. Potency, µM (doses to about 38.3 µM), for inactives: top-dose activity change, negative = inhibition, actives largely listed as inhibitors. 1.6% of 410,000 active. AID 624417; also: potency is read from the fitted curve at half-maximal effect; % is scaled to controls: 0 for no effect and ±100 for the full control effect; nearly all actives have a fitted effect of over 55% in size
Target sequence (P43220 whole entry, looked up): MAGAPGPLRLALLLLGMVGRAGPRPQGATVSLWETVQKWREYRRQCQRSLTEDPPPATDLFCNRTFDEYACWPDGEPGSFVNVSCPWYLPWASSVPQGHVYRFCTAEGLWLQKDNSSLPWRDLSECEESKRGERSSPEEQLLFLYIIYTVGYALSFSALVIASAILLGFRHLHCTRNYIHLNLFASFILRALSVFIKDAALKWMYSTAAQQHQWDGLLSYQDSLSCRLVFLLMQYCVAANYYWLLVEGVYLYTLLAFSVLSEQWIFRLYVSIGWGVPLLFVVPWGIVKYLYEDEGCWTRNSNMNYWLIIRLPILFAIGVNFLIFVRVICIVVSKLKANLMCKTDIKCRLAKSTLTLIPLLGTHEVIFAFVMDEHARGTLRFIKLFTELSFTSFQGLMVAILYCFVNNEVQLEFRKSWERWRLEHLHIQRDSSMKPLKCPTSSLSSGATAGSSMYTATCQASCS
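Stable HEK293 clone (constitutively active GLP-1R + cAMP-response luciferase); 200 cells/uL plated, 12 h pre-culture, compound 24 hr, 37 deg C/5% CO2; detection reagent 12 min RT; luminescence.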
PTHR1 agonist = activates the human parathyroid hormone receptor PTHR1; Q03431; Potency, µM (highest dose often 115 µM), for the others: at the top dose activation, actives largely listed as activators; 0.075% of 410,000 active; HEK293 GP2 PTHR1 cells, GloSensor cAMP luminescence, 1 h; also: potency is read from the fitted curve at half-maximal effect; nearly all actives have a fitted effect of over 55% in size; some results filed as inactive show a strong effect at the top dose; inactives centre near -15; many of its hits are not listed in these tables
Target sequence (Q03431 whole entry, looked up): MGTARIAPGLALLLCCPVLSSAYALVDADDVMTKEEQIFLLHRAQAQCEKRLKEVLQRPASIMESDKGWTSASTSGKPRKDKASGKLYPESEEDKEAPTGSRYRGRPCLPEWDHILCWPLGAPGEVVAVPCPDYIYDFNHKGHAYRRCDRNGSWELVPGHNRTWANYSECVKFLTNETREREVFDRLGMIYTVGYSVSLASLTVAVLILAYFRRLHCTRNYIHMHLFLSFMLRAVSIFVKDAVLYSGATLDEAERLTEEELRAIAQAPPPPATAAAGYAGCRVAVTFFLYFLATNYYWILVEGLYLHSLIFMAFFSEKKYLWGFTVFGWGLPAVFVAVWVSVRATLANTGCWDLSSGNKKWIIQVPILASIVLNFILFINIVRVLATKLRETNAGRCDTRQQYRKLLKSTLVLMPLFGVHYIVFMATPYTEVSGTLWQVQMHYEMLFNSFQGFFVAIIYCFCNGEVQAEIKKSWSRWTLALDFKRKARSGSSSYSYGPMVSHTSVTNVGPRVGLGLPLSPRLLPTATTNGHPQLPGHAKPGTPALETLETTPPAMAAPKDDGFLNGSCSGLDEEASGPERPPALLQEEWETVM
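HEK-293-derived GP2 cells expressing PTHR1 and a GloSensor cAMP reporter, 3,000/well, plated overnight, given luciferin plus IBMX (each 0.5 mM as added) for 1 h at 37 °C, then compound for 1 h at 37 °C. Luminescence was read after 15 min at room temperature.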
aSyn rescue = alpha-synuclein toxicity inhibition in yeast. Yeast expressing alpha-synuclein, growth rescue, BacTiter-Glo, 24 h. Potency, µM (series often up to 46.1 µM), without a hit: top-dose growth rescue (activation), hits mostly activators. 0.14% of 370,000 active; also: potency is read from the fitted curve at half-maximal effect; % of control where 0% means no effect; nearly all actives have a fitted effect of over 65% in size
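Galactose-induced alpha-syn yeast (OD600=0.02, raffinose-pregrown) + pinned cpd, 24 hr, 30 deg C; growth by BacTiter-Glo luminescence. Growth restoration scores as activation.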
GLP-1R agonist = activates the human GLP-1 receptor; 0.007% of 380,000 active; Potency, µM (top dose mostly 45.6 µM), inactives show top-dose activation, hits mostly activators; HEK293 GLP-1R CRE-luciferase, luminescence, 4-6 h; cells express a hypersensitive GLP-1R form; AID 624172; also: potency is read from the fitted curve at half-maximal effect; % of control where 0% means no effect
Abeta yeast res = compounds reversing amyloid beta toxicity in yeast | yeast expressing A-beta42, growth rescue, OD600, 48 h; response scale: 0% DMSO, 100% iron-clioquinol control | Potency, µM (series often up to 46.1 µM), for the others: at the top dose growth rescue, actives largely listed as activators | 0.063% of 410,000 active; also: potency is read from the fitted curve at half-maximal effect; nearly all actives have a fitted effect of over 55% in size
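Growth rescue measured by 600 nm absorbance after 48 h yeast culture at 30 C with compound. Values normalized between DMSO and an equimolar ferric chloride plus clioquinol control.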
FUS suppressor = suppressors of FUS proteinopathy in yeast; S. cerevisiae FUS-expressing, growth rescue, OD600, 24 h; AID 1347120; 0.24% of 390,000 active; Potency, µM (doses to about 76.6 µM), without a hit: at the highest dose growth rescue (activation), usual class: activators;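 also: potency is read from the fitted curve at half-maximal effect; plate controls were DMSO vehicle for no effect and reference control for full effect; nearly all actives have a fitted effect of over 55% in size; some results filed as inactive show a strong effect at the top dose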
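S. cerevisiae expressing FUS from galactose induction served as the toxicity model. Growth after 24hr at 30C, read as absorbance at 600 nm, indicates suppression of toxicity; compounds dosed at several concentrations.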
pAkt inh = inhibitors of Akt phosphorylation. AID 651550. 0.32% of 360,000 active. Neuro2A IGF-stimulated pAkt S473 HTRF, 20 min; active compounds read low. activity change, % for hits at 50 µM; in the data active = activity change below about -80%; inconclusive = mostly about -51% to -80%; also: % is scaled to controls: 0 for no effect and ±100 for the full control effect
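Single-point screen (50 µM final compound) in Neuro2A cells stimulated 20 min with 6 nM IGF at 37 deg C. After lysis, Ser473-phosphorylated Akt read by HTRF (ex 330 nm, em 615/665 nm) as the 665/615 ratio.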
* marks the source's active call; other numbers are inactive results; i = inactive; ? = inconclusive; · = no result given; [ ] = another dose, or the depositor's remark. Unless noted, calls follow the shape of the dose curve; as a rule, active = well fitted curve in the direction sought with a large enough effect; inconclusive = small, poorly fitted or top-dose-only effect, or another doubt; inactive = no such curve, though single readings can be large; an effect the other way counts as inactive or inconclusive. Some of the compounds tested, so the mix of outcomes need not match the whole.

SMILES	TDP43 rescue	DRD3 antagonist	GLP1R inv ag	PTHR1 agonist	aSyn rescue	GLP-1R agonist	Abeta yeast res	FUS suppressor	pAkt inh
CNC(=O)CS(=O)CC(=O)Nc1cc(OC(C)C)c(Cl)cc1Cl (stereo unspecified)	-20%	-17	-2%	i	3%	5%	-1%	12%	i
O=C(NCc1ccco1)/C(=C\c1ccco1)NC(=O)c1ccco1	-1%	1	13%	-6%	1%	-5%	9%	-2%	i
COc1ccc(C(=O)NC2CCN(C(=O)NCc3ccccc3)CC2)cc1	-8%	14	-12%	i	6%	10%	3%	3%	i
COc1ccccc1N(CC(=O)NCCC1=CCCCC1)S(=O)(=O)c1ccccc1	-8%	-13	?	i	1%	19%	-17%	36%	i
N#Cc1cc(N)c(Nc2ccccc2)cc1C#N	-26%	?	13%	-11%[57.5 µM]	-13%	12%	-15%	23%	i
O=C(CSc1nc2cc3c(cc2c(=O)n1CCC1=CCCCC1)OCO3)NCc1ccco1	-1%	14	8%	i	5%	0%	-4%	·	i
COc1ccc(N2CCN(C(=O)CCc3nnc4ccc(N5CCOCC5)nn34)CC2)cc1	-13%	3	-1%	5%	0%	6%	-2%	-22%	i
Cc1cccc(NC(=O)CSc2nnc(CNC(=O)c3c(F)cccc3Cl)o2)c1C	24%	·	15%	i	·	·	1%	-30%	·
COC(=O)Nc1snnc1C	4%	20	5%	i	-2%	-9%	3%	-16%	i
O=C(OCc1nnc(-c2ccccc2)o1)C1CC(=O)N(c2ccccc2)C1 (stereo unspecified)	1%	11	10%	7%	-1%	1%	-10%	-2%	i
Cn1c(CCC(=O)Nc2ccc(S(C)(=O)=O)cc2)nc2cc(S(=O)(=O)N3CCOCC3)ccc21	-15%	-2	11%	-36%[inhibitor]	-10%	-6%	-13%	?	i
Nc1nnc(CCOc2ccc(Cl)cc2)s1	-3%	-8	49%[activator]	-90%[inhibitor]	3%	0%	0%	-1%	i
CCCCOc1ccc(C(C)NC(=O)CCS(=O)(=O)Cc2ccc(C)cc2)cc1 (stereo unspecified)	14%	4	-28%	i	-11%	12%	6%	0%	i
CN(C(=O)CN1C(=O)NC(C)(c2cccc(Br)c2)C1=O)C1CCCCC1 (stereo unspecified)	20%	7	?	-37%	6%	18%	1%	·	i
CC1CCc2c(C(=O)NCc3ccccn3)csc2C1 (stereo unspecified)	-17%	-18	5%	-30%[inhibitor]	25%	9%	4%	?	i
N#CCOC(=O)C1CSC2(c3ccc(Br)cc3)CCC(=O)N12 (stereo unspecified)	23%	14	13%	-15%	-1%	-3%	13%	-16%	i
O=C(CS(=O)(=O)c1nc(-c2ccc(Cl)cc2)cn1-c1ccccc1)Nc1cccc(Cl)c1	?	·	?	-26%	·	·	11%	?	·
CCOc1ccc(NC(=O)N2CCN(C(=O)c3nsc4ccccc34)CC2)cc1	30%	·	3%	-9%	·	·	0%	16%	·
COc1ccc(CN2CC(=O)N(c3ccc(C)cc3)C2=S)cc1OC	-9%	2	41%[activator]	-11%	5%	15%	-11%	7%	i
O=C(N/N=C/c1ccc(OCc2ccccc2)cc1)c1ccncc1	15%	-11	-6%	-26%	-5%	13%	2%	-20%	i
COCCn1c(COc2ccc(Cl)cc2)nnc1SCC(N)=O	0%	16	1%	-7%	-7%	-4%	-3%	17%	i
N#Cc1cc(-c2ccccc2)nn1-c1ccccc1	?	-17	27%	i	2%	1%	-23%	12%	i
CCC(C)NC(=O)Cn1cnc([N+](=O)[O-])c1 (stereo unspecified)	17%	2	5%	i	-7%	1%	-4%	4%	i
O=C(CCNC(=O)C1CCN(S(=O)(=O)c2ccc(F)cc2)CC1)NCc1ccccc1Cl	6%	-17	9%	i	-4%	4%	-3%	-21%	i
COC(=O)COc1ccc2occ(C(C)=O)c2c1	-20%	-105*	0%	i	-3%	-2%	-11%	-10%	i

Continuation:
SMILES	TDP43 rescue	DRD3 antagonist	GLP1R inv ag	PTHR1 agonist	aSyn rescue	GLP-1R agonist	Abeta yeast res	FUS suppressor	pAkt inh
COc1ccc(C(=O)Nc2nnc(S(=O)(=O)N(C)c3ccc(C)cc3)s2)cc1	7%	·	11%	i	·	·	-27%	-6%	·
Cn1cc(CN2CCN(CCO)CC2)c(-c2ccc(Oc3ccccc3)cc2)n1	11%[9.22 µM]	-8	?	i	-4%	5%	-8%	13%	i
C[C@H]1CN([C@@H](C)CO)C(=O)Cc2cc(NC(=O)Cc3cn(C)c4ccccc34)ccc2O[C@@H]1CN(C)S(=O)(=O)c1cn(C)cn1	-1%	32	15%	i	?	9%	-5%	?	i
Cc1cccc(-n2ncc3c2CCCC3NC(=O)Cn2cccn2)c1C (stereo unspecified)	-28%	-16	-1%	i	-4%	-2%	-16%	·	i
Cc1ccc(C=C2SC(=S)N(CCCC(=O)Nc3cccc(C(=O)O)c3)C2=O)cc1	13%	0	30%	-19%	1%	-5%	-8%	-6%	i
Cc1ccccc1Nc1nnc(C)c(=O)[nH]1	-7%	13	-4%	i	-11%	-6%	9%	-8%	-109%*
COC(=O)CCC(=O)N1CCOCCOCCN(C(=O)CCC(=O)OC)CCOCCOCC1	-9%	-20	-1%	i	-13%	-27%	-14%	?	i
OC[C@@H]1[C@@H](c2ccccc2)C(c2ccc(F)cc2)=NN1c1ccccc1	?	72	?	-58%[inhibitor]	-10%	-2%	?	20%	i
Cc1cc(C)c2oc(C(=O)N(Cc3ccccc3)C3CCS(=O)(=O)C3)cc(=O)c2c1 (stereo unspecified)	2%	-15	78%[activator]	-26%	-3%	21%	15%	7%	i
C/C(=N\NC(N)=O)c1ccc(-n2ccnc2)cc1	-21%	-6	15%	i	-5%	17%	-1%	5%	i
COc1ccc(NC(=S)NNC(=O)C(C)n2nc(C)c([N+](=O)[O-])c2C)cc1 (stereo unspecified)	-6%	-29	-1%	-51%[inhibitor][57.5 µM]	-4%	-9%	-6%	15%	i
COc1ccc(OC)c(CNc2ncc(-c3cccc([N+](=O)[O-])c3)n2C)c1	-22%	-4	-23%	i	2%	-3%	-21%	-11%	i
O=C(c1cccc(F)c1)N1CCN(C(=O)C2CC2)CC1	0%	3	4%	i	-9%	-5%	-19%	6%	i
O=C(OC1CCN(c2ncc(C(F)(F)F)cc2Cl)CC1)c1ccc(Cl)cc1	1%	1	0%	-5%[57.5 µM]	1%	-10%	22%	1%	i
CCCN(CC(=O)Nc1ccc(Cl)cc1Cl)Cc1cc(=O)n2ccsc2n1	3%	7	82%[activator]	-31%[inhibitor]	2%	23%	-22%	30%	i
O=C(COc1ccc(C(=O)c2ccc(F)cc2)cc1)NCc1ccc(F)cc1	20µM*	12	?	-20%	7%	-2%	-5%	·	i
Cc1cc(C)c2c(=O)[nH]c(SCC(=O)N3CCCCC3)nc2n1	2%	-27	13%	-21%	-6%	-3%	0%	·	i
COC(=O)Cn1c(=O)c2c(nc3n2CCCN3Cc2ccccc2)n(C)c1=O	-14%	-4	-15%	i	-6%	9%	-6%	19%	i
COc1ccccc1OCc1nc2ccccc2n1Cc1ccccc1	10%[9.22 µM]	·	?	-13%	·	·	?	25%	·
CCOC(=O)C1CCCN(C(=O)COc2ccc(S(=O)(=O)N(CC)c3ccccc3)cc2)C1 (stereo unspecified)	3%	15	-23%[0.307 µM]	-1%	2%	15%	24%	-5%	i
Cn1cnc(Sc2ncnc3nc[nH]c23)c1[N+](=O)[O-]	15%	-6	8%	i	-12%	-5%	4%	-29%	i
CSc1ncccc1C(=O)OCC(=O)c1ccccc1Br	20%	-12	-9%	-30%[inhibitor]	11%	21%	-5%	18%	i
COc1ccccc1N(CC(=O)NCc1ccccc1)C(=O)CCC(=O)Nc1ccccn1	-5%	-9	-5%	i	5%	-12%	0%	18%	i
O=C(NCCO)C(=O)Nc1cc2c3c(c1)CCC(=O)N3CCC2	8%	10	4%	i	2%	-6%	1%	7%	i
COCc1cc(C)nc2oc(C(=O)c3ccccc3)c(N)c12	13µM*	9	17%[7.66 µM]	i	25%	1%	19%	8%	i

(continued)
SMILES	TDP43 rescue	DRD3 antagonist	GLP1R inv ag	PTHR1 agonist	aSyn rescue	GLP-1R agonist	Abeta yeast res	FUS suppressor	pAkt inh
CCOC(=O)N1CCc2c(sc3c2c(=O)n(Cc2ccccc2)c(=O)n3Cc2ccccc2Cl)C1	6%	·	3%	-17%	·	·	1%	-10%	·
COCCn1c(=S)[nH]c2cc(C(=O)N3CCc4ccccc4C3)ccc2c1=O	14%[9.22 µM]	-6	-4%	i	0%	-2%	5%	5%	i
CN1CCN(c2ccc(Cl)cc2NC(=O)CC2OC(=O)c3ccccc32)CC1 (stereo unspecified)	22%	2	?	i	3%	-8%	25%	8%	i
CCOc1ccc(OCC)c(NS(=O)(=O)c2cc(Br)cc3c2N(C(C)=O)C(C)C3)c1 (stereo unspecified)	25%	·	-9%	-43%	·	2%	-7%	-14%	·
COc1cc(C(=O)NCCc2cc3c(OC)ccc(OC)c3[nH]c2=O)cc(OC)c1OC	13%	2	46%[activator]	i	0%	19%	5%	?	i
CCOC(=O)c1ccc(N2CCN(c3ccccc3F)CC2)c(NC(=O)Nc2cccc(OC)c2)c1	3%	21	?	-38%[inhibitor]	0%	-7%	5%	45%	i
O=C(CCNC(=O)c1ccco1)Nc1ccccc1OC(F)F	-9%	8	14%	i	-2%	0%	5%	7%	i
